HKDC1 inh: blocks human hexokinase HKDC1 activity. Q2TB90. inhibition, % at 20 µM. recombinant HKDC1, G6PDH/diaphorase resazurin coupled fluorescence. hit rate 0.16% among 340,000;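 active = inhibition above about 35% when tested at 20 µM, limit read from the data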;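 note: plate controls were DMSO wells with enzyme for no effect and DMSO wells lacking enzyme for full effect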
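Assay system – recombinant HKDC1 (HK5) hexokinase enzyme, produced in-house · Input – HKDC1 at 5 µg/mL · Reagent – glucose plus 1 mM ATP as hexokinase substrates · Timing – 90 min reaction incubation at room temperature, dark · Measured by – G6PDH/diaphorase-coupled fluorescence, 1 mM NADP, 100 µM resazurin, 525/613 nm · Benchmarks – DMSO-enzyme wells negative, buffer-substituted wells positive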
Gli-Sufu antag: antagonists of Gli-Sufu signaling | Sufu-KO-LIGHT fibroblasts, Gli luciferase reporter luminescence | inhibition, % at 5 µM | hit rate 0.74% among 340,000;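 active = inhibition above about 55%, limit read from the data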;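 note: 0% = DMSO-treated cells and 100% = wells with medium but no cells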
Jurkat NFkB inh: lowers PMA/ionomycin-induced NF-kB signal in Jurkat cells; PMA/ionomycin-induced NF-kB luciferase reporter, luminescence; inhibition, % at 4 µM; hit rate 0.53% among 330,000; AID 435003
SENP7 block: blocks the human protease SENP7; Q9BQF6; recombinant SENP7, Z-RLRGG-aminoluciferin luminescence, 40 min; inhibition, % at 5 µM; hit rate 1.5% among 330,000; AID 434973;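 active = inhibition above about 50% at the single test dose, limit read from the data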;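 note: plate controls were DMSO with enzyme for no effect and no enzyme buffer wells for full effect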
Target sequence (Q9BQF6 706-1050 limits assumed): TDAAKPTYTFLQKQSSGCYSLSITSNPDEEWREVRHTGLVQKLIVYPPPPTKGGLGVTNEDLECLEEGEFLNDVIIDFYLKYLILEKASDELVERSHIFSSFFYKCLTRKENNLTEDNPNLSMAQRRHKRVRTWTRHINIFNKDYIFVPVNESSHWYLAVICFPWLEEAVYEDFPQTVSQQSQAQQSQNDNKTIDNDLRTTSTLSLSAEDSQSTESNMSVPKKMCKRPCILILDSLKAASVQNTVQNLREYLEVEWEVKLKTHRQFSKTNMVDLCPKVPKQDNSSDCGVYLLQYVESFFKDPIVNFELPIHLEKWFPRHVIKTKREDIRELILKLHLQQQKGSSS
697 NFkB inh: inhibitors of the PMA/ionomycin-induced NF-kB reporter in 697 B cells; 697 B-cell NF-kB luciferase reporter, 16 h; inhibition, % at 4 µM; hit rate 0.33% among 330,000; AID 435022; in the data active = inhibition above about 35%
SENP8 inh: blocks the human protease SENP8; inhibition, % at 10 µM; purified SENP8, Z-RLRGG-aminoluciferin cleavage, luminescence; AID 2540; Q96LD8; hit rate 1.2% among 330,000
Target sequence (Q96LD8 whole entry, looked up): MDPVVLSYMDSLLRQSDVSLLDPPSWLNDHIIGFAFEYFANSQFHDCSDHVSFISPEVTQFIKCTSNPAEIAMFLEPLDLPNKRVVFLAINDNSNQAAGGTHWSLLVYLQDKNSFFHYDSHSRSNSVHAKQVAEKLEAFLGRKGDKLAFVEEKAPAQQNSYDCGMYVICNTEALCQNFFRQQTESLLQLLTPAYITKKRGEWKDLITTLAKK
UBC13 inh: inhibitors of human UBC13 polyubiquitin chain formation; TR-FRET; inhibition, % at 20 µM; hit rate 0.47% among 330,000; P61088; in the data active = inhibition above about 45%, passing the limit was not always enough
Target sequence (P61088 whole entry, looked up): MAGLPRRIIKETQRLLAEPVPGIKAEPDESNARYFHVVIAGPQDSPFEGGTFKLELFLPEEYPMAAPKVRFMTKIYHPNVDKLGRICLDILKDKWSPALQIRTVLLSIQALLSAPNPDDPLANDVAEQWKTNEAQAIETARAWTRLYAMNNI
Apaf1 inhib: inhibitors of human Apaf-1 apoptosome. O14727. reconstituted apoptosome caspase-3 activity, DEVD-Rh110 fluorescence. inhibition, % at 20 µM. hit rate 0.71% among 330,000; active = inhibition of at least 40% at 20 µM;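 note: plate controls were DMSO wells for no effect and DEVD-CHO caspase inhibitor wells for full effect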
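Material: reconstituted apoptosome with Apaf-1, cytochrome c, caspase-9, procaspase-3, dATP / Buffer or medium: pH 7.5 Hepes buffer with CHAPS, BSA, DTT / Also added: cytochrome c with DEVD-Rh110 / Schedule: compound with Apaf-1, dATP, procaspase-3 30 min, then 50 min reaction, room temperature / Technique: rhodamine 110 fluorescence at Ex 480/Em 540 nm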
Starred values were filed as active, the others as inactive; / = no result given. Cut-off read from the data, not from the text of the source, unless noted: active = inhibition above about 50%; inactive = the rest.

cpd	SMILES	HKDC1 inh	697 NFkB inh	SENP7 block	Apaf1 inhib	UBC13 inh	SENP8 inh	Gli-Sufu antag	Jurkat NFkB inh
1	CC(OC(=O)C1CC1C)C(=O)Nc1ncc(Cl)cc1Cl (configuration not stated)	-1.4	9.9	-2.6	3.8	2.9	-3.6	5.7	-1.1
2	NNC(=O)c1ccc(Cn2cc(Cl)cn2)cc1	-8.2	-30.0	7.5	10.7	-9.2	6.8	-14.1	-5.5
3	CS(=O)(=O)c1ccc2nc(NC(=O)c3ccc(Cl)nc3)sc2c1	-4.0	-4.4	-6.0	-9.4	-1.0	-2.9	-16.6	5.1
4	COc1ccc(CCC(=O)Nc2nnc(C(F)(F)F)s2)cc1	-0.3	10.5	0.4	4.3	3.5	7.6	4.0	11.2
5	CCOC(=O)c1ccc(NC(=O)C2CCCN(S(=O)(=O)c3cnc[nH]3)C2)cc1 (configuration not stated)	-0.8	24.1	4.7	0.9	2.9	-3.9	-2.8	-13.3
6	O=C(/C=C/c1cccc(C(F)(F)F)c1)OCC(=O)N1CCN(c2ccccc2)CC1	-4.3	16.4	-1.7	14.9	-4.9	-1.2	-2.4	10.7
7	CC1Cc2nc(SCC(=O)NCc3ccco3)n(-c3ccccc3)c(=O)c2S1 (configuration not stated)	-2.7	13.7	4.5	4.0	-3.1	2.0	6.5	8.0
8	CC(NC(=O)COC(=O)/C=C/c1cccc(C(F)(F)F)c1)c1ccccc1 (configuration not stated)	1.0	-8.0	0.4	-3.8	-1.4	5.9	1.4	-4.9
9	COc1ccc(C(=O)NCC(=O)N=Nc2c(O)n(Cc3ccccc3)c3ccccc23)cc1OC	3.9	1.7	3.4	18.0	-9.0	2.6	-5.1	-4.3
10	O=C(NNc1cccc(Cl)n1)Nc1cccc(Cl)c1	-2.1	-14.8	-11.0	-0.5	-3.1	-8.9	9.0	8.7
11	CCOC(=O)c1c(S(=O)(=O)NCC(=O)N2CCN(c3cccc(OC)c3)CC2)c(C)n(C)c1C	-1.0	8.4	4.8	2.5	0.3	-5.5	5.0	1.6
12	CCC(C)NC(=O)CC(c1ccc(OC)cc1)n1cccc1 (configuration not stated)	-7.8	18.8	1.9	-6.7	5.1	-5.9	-0.5	-11.2
13	COc1ccc(S(=O)(=O)N2CCOCC2)cc1NC(=O)c1ccc(-n2nc(C)cc2C)cc1	-6.8	5.7	-5.5	-10.0	-2.0	0.0	5.5	-1.9
14	Cn1c(=O)oc2cc(S(=O)(=O)CCC(=O)N3CCN(c4ccccc4F)CC3)ccc21	-1.7	-5.9	-9.9	7.8	-1.8	-20.6	1.9	5.6
15	Cc1ccc2cc(NC(=O)c3ccccc3)ccc2n1	4.5	-174.5	64.4*	-0.3	-0.1	52.9*	-36.2	-135.2
16	Cc1cccc(-n2c(Cc3cc(=O)[nH]c(=O)[nH]3)nnc2SCC(=O)N2CCc3ccccc32)c1	-6.5	-15.2	11.6	0.3	-8.1	0.2	2.5	7.2
17	Cc1ccccc1N1C(S)=C(C#N)C(=O)NC12CCCCC2	-10.7	4.7	2.6	1.9	1.1	-5.3	7.5	8.7
18	CCOc1ccc(-c2c(C)n([O-])c3c([n+]2=O)CCCCC3)cc1	-1.7	19.2	-10.0	-0.6	-16.9	-3.7	-10.3	-1.8
19	COc1ccc(C2=NS(=O)(=O)N(C)C(C(=O)N3CCCCC3)=C2)cc1OC	-2.0	5.6	0.2	-0.8	-5.1	4.9	-2.0	-2.6
20	CC(=O)Nc1ccc(S(=O)(=O)N2CCN(C(=O)Cc3ccccc3)CC2)cc1	-2.7	2.9	7.2	4.0	1.3	4.0	-1.2	8.0
21	CCCCN(CC)C(=O)CSc1nc2ccccc2c(=O)n1CC1COc2ccccc2O1 (configuration not stated)	3.7	-35.8	8.0	19.0	-4.3	4.0	6.6	-16.1
22	Cc1ccc(NC(=O)C2CCN(C(=O)c3ccco3)CC2)cc1	-2.6	5.0	14.6	3.4	1.7	1.1	-25.0	1.0
23	CCc1nc(NCCCN2CCOCC2)c2oc3ccccc3c2n1	6.9	3.2	-10.1	-3.9	0.9	3.7	1.4	0.3
24	COc1ccc(CC(=O)NCc2ccc3c(c2)cc(C)n3C)cc1OC	-12.8	-5.6	5.3	-6.7	-0.6	2.5	9.0	4.1
25	c1nc(NCc2ccc3c(c2)OCO3)c2cc(-c3ccoc3)ccc2n1	9.8	-4.6	-3.2	2.0	11.9	11.9	-30.2	26.2
26	CCc1ncc(C)nc1CC	-6.0	6.2	0.4	-7.6	0.0	-1.3	0.5	5.4
27	C=CCSc1nc2ccccc2n1Cc1nnc(-c2cccs2)o1	-4.7	4.5	5.9	-4.4	4.0	-2.7	11.5	-6.6
28	COC(=O)/C(C#N)=C/c1c(Oc2cc(C)cc(C)c2)nc2c(C)cccn2c1=O	-7.0	-3.1	-4.9	16.2	-4.6	-1.9	1.9	9.8
29	CCCCNC(=O)CSc1nc2ccccc2c(=O)n1Cc1ccc2c(c1)OCO2	0.1	-0.5	1.8	-1.5	7.4	2.9	9.1	-17.5
30	CC1CCC(C(C)C)C2=C1C(C#N)(C#N)C(C#N)(C#N)C(c1ccccc1)N2 (configuration not stated)	13.1	-11.2	-5.2	0.0	-6.6	-2.6	13.0	7.9
31	O=C(c1ccco1)N1CCN(C(=O)C2CC(c3ccc(Cl)cc3)=NO2)CC1 (configuration not stated)	-6.3	11.3	-1.5	-2.1	4.0	0.5	-1.7	-10.5
32	COc1cc2c(c(OC)c1)C(c1ccncc1)CC(=O)N2 (configuration not stated)	0.9	-2.4	-2.8	5.9	-10.1	2.0	-0.2	11.1
33	COCCn1c(SCC(=O)Nc2cc(C)cc(C)c2)nnc1C(C)C	3.5	5.4	4.7	0.8	9.1	0.4	-10.2	-11.2
34	Nc1ccn(Cc2cccc(Cl)c2)n1	-10.2	-9.3	-3.8	3.7	5.0	-4.8	-8.8	-26.8
35	Cc1ccccc1CC(=O)NC1CCN(C)CC1	-3.2	4.0	4.8	-1.6	1.0	1.0	-4.7	3.5
36	CS(=O)(=O)NN1C(=O)c2ccccc2NC1c1c[nH]c2ccccc12 (configuration not stated)	1.9	-19.9	-5.3	-9.6	-10.2	-11.3	2.7	-14.8
37	Cc1ccc(S(=O)(=O)N2CCCCC2)cc1NC(=O)CNCc1ccco1	-8.1	12.7	-5.6	2.7	6.1	-3.1	2.4	-4.2
38	Cc1ccc2nc(/C(C#N)=C/c3cn[nH]c3-c3ccc(F)cc3)[nH]c2c1	1.8	-40.7	19.7	23.6	-0.6	5.9	-6.5	36.6
39	O=C(COc1ccc2c(c1)CCC2)N1CCN(c2ccc(F)cc2)CC1	3.0	-4.9	-2.9	24.3	-6.1	-17.5	-4.5	-0.9
40	CCC1(C)OCC(Cn2c3ccccc3c3ccccc32)O1 (configuration not stated)	/	2.8	-7.0	-0.5	-0.3	-6.3	/	-2.4
41	COc1cccc(OC(=O)c2cc3ccccc3oc2=O)c1	4.3	-3.2	-24.5	4.5	-6.3	-20.3	-1.2	-1.1
42	Cc1ccc(-c2nnc(-c3cc(C)on3)o2)cc1	-2.1	-138.1	35.3	-0.1	7.0	6.7	-50.4	-88.9
43	CCCC(=O)C1=C(O)C(C(=O)OC)C(C)(C)CC1=N (configuration not stated)	-6.9	-14.6	4.8	-7.1	-3.4	-6.6	-2.6	-11.5
44	COc1ccc(CNC(=O)c2cnn3c(C(F)F)cc(C)nc23)cc1	-3.8	-11.6	-2.4	-0.6	5.2	-2.5	-0.8	10.2
45	O=S(=O)(Cc1ccco1)Cc1nc(-c2ccc(Cl)cc2)cs1	-0.3	17.1	0.5	-8.2	8.0	-2.3	5.0	-5.4
46	Cc1nnc(SCC(=O)NC(=O)NC(C)C)s1	-7.6	12.9	8.2	-12.4	4.1	4.3	-1.7	2.8
47	CCOc1cc(/C=C2\NC(=O)NC2=O)ccc1OC(C)C(=O)O (configuration not stated)	1.5	-7.1	3.2	-1.9	-0.5	-7.9	2.6	-5.0
48	CCN(C[C@H]1N[C@@](C)(C(=O)OC)[C@H]2C(=O)N(C)C(=O)[C@@H]12)S(=O)(=O)c1ccccc1	-3.2	4.4	6.7	-1.7	3.4	4.3	-0.5	4.6
49	CCOc1ccc(-c2nnc(SCC(=O)NC(C)(C)C)nc2-c2ccc(OCC)c(OC)c2)cc1OC	2.7	13.7	-1.0	16.8	-2.2	1.6	8.1	-30.1
50	CCCS(=O)(=O)NCCc1cc2ccc(C)cc2[nH]c1=O	-2.7	-8.6	-2.9	-8.8	4.9	-3.9	-12.1	1.9
51	Cc1ccc(S(=O)(=O)N(C)c2ccc(OCC(=O)Nc3nc4c(ccc5ccccc54)s3)cc2)cc1	-4.7	-24.6	7.4	-3.2	-13.8	1.7	3.1	-5.1
52	O=C(NCc1cccnc1)c1ccccc1NS(=O)(=O)c1ccc(F)cc1F	-6.3	5.4	-1.2	-19.3	6.9	-2.0	5.9	5.7
53	C=CCn1c(SC2CCOC2=O)nc2scc(C3CC3)c2c1=O (configuration not stated)	-0.4	-28.1	-9.8	17.3	-8.1	1.4	1.9	-2.6
54	O=C(Cn1cnc2c(nnn2-c2ccccc2)c1=O)N1CCC(Cc2ccccc2)CC1	-3.5	-7.4	-1.4	25.6	-0.9	-11.7	-4.7	-8.9
55	O=C(NC1CCN(C(=O)c2ccccc2Br)CC1)c1ccccc1	-6.8	6.6	-6.7	-0.9	2.1	2.5	1.1	7.4
56	CC(=O)NC(CCS(C)(=O)=O)C(=O)Nc1ccccc1C (configuration not stated)	-10.7	-21.0	-8.4	-10.0	-9.7	-13.7	6.2	4.8
57	C=CCNC(=O)C(=O)NCCCN1CCOCC1	-12.6	-10.5	2.2	-3.9	4.2	4.9	-0.3	-5.2
58	COc1ccc(NS(=O)(=O)c2ccc3oc(=S)[nH]c3c2)cc1	8.1	10.0	-7.9	3.5	-7.3	-0.9	-1.3	-11.8
59	NC(=O)C1CC=CCC1C(=O)OCC(Cl)=C(Cl)Cl (configuration not stated)	-10.8	-2.4	-3.8	-1.4	-0.3	2.7	2.3	13.1
60	O=c1oc2c3c4c(cc2c(C(F)(F)F)c1CCN1CCOCC1)CCCN4CCC3	2.3	-15.1	4.9	20.4	-141.7	5.0	13.7	-9.6
61	CCOC(=O)N1CCN(S(=O)(=O)c2cc([N+](=O)[O-])c(C)cc2C)CC1	0.7	7.2	-2.7	4.0	-2.2	1.9	6.6	-2.2
62	COc1ccc(NS(=O)(=O)c2ccc(Oc3c(C#N)cccc3C#N)cc2)cc1	-2.6	-22.3	-5.4	-13.0	5.2	7.9	48.8	5.5
63	CCCCCCC(=O)Nc1c2c(nc3ccccc13)N(C)CC2	1.0	-14.8	-1.5	1.4	24.6	8.5	12.6	-10.4

Already shown: five of the compounds above.
cpd	SMILES	HKDC1 inh	697 NFkB inh	SENP7 block	Apaf1 inhib	UBC13 inh	SENP8 inh	Gli-Sufu antag	Jurkat NFkB inh
1	CC(OC(=O)C1CC1C)C(=O)Nc1ncc(Cl)cc1Cl (configuration not stated)	-1.4	9.9	-2.6	3.8	2.9	-3.6	5.7	-1.1
2	NNC(=O)c1ccc(Cn2cc(Cl)cn2)cc1	-8.2	-30.0	7.5	10.7	-9.2	6.8	-14.1	-5.5
3	CS(=O)(=O)c1ccc2nc(NC(=O)c3ccc(Cl)nc3)sc2c1	-4.0	-4.4	-6.0	-9.4	-1.0	-2.9	-16.6	5.1
4	COc1ccc(CCC(=O)Nc2nnc(C(F)(F)F)s2)cc1	-0.3	10.5	0.4	4.3	3.5	7.6	4.0	11.2
5	CCOC(=O)c1ccc(NC(=O)C2CCCN(S(=O)(=O)c3cnc[nH]3)C2)cc1 (configuration not stated)	-0.8	24.1	4.7	0.9	2.9	-3.9	-2.8	-13.3

Assay outcomes as filed in PubChem.
